Source: PubChem
RAD54 inh: inhibitors of human RAD54 branch migration | RAD54 Holliday junction branch migration, FAM/BHQ fluorescence | inhibition, % at 10.4 µM | 360,000 compounds, 0.14% hits;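 active = mean normalized replicate activity at least 40 and at least half of replicates scoring 40 or more; inconclusive = only one of the two criteria met; inactive = mean below 40 and under half of replicates reaching 40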;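 also: 0% = median of neutral control wells and 100% = median of positive control wells; inhibitors cause a drop in the FAM fluorescence signal; in these data hits start at about 50%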
FN deposit inh: fibronectin deposition inhibition. AH1F fibroblasts, Alexa488-fibronectin deposition fluorescence, overnight. inhibition, % at 12.6 µM. 350,000 compounds, 0.086% hits;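 active = mean inhibition across replicates of 30% or more, regardless of how many single replicates reach that level; inconclusive = mean under 30% yet at least half of replicates reach 30%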;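 also: positive control wells lacked labelled fibronectin entirely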
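Assay system: AH1F fibroblasts assembling fluorescent fibronectin matrix; Amount: 10000 AH1F cells per well; Buffer or medium: DMEM, 2% serum; Probe or stimulus: Alexa488-fibronectin, 24 nM final in well; Doses: single compound dose, delivered by pin transfer; Incubation: 1 h adhesion, overnight exposure; Measured by: fluorescence 485/525 nm; Read-out: fibronectin deposition inhibition.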
esBAF inh: inhibitors of esBAF chromatin remodeling in mouse ES cells. reporter increase, % at 12.5 µM. Bmi1-luciferase knock-in reporter, 24 h; 100% = twice the neutral-well signal. AID 602393. 350,000 compounds, 2% hits; in the data active = activation above about 40%; inconclusive = no clear call, values can overlap the other calls;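 also: 0% = median of the plate's neutral control wells and 100% = double that signal; a rise in the Bmi1 reporter signal indicates esBAF inhibition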
RAD52 anneal inh: RAD52 (human) annealing inhibition; inhibition, % at 18.7 µM; P43351; recombinant RAD52 DNA annealing, FRET fluorescence; AID 651710; 360,000 compounds, 0.46% hits;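 active = every replicate showing at least 50% inhibition; inconclusive = mean inhibition at least 50% but not in every replicate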
Target sequence (P43351 whole entry, looked up): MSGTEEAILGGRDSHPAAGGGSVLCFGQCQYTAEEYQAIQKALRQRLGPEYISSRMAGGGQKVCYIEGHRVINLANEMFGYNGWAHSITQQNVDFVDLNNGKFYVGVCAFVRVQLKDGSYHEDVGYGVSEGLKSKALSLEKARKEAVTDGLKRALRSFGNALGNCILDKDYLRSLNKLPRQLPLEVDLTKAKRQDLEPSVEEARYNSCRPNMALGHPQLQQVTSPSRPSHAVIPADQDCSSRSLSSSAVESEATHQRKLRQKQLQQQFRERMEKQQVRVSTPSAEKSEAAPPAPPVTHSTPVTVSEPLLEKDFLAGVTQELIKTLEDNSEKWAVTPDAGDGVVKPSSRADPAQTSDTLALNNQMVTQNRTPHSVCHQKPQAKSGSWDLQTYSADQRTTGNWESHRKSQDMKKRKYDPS
E-sel inducer: E-selectin induction on HUVECs. P16581. HUVEC E-selectin immunofluorescence imaging; normalized: neutral wells 0, TNF-alpha wells 100. activation, % at 7.58 µM. 260,000 compounds, 0.37% hits;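 active = mean E-selectin-positive cell signal at least 10% of the positive control, reached in at least 60% of replicates, without over 20% cell loss; inconclusive = no rule given, readout overlaps actives, possibly toxicity-flagged; inactive = the rest, including those meeting only one limit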;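 also: in these data hits start at about 27%; measured in HUVEC primary endothelial cells; signal is the percent of cells scored E-selectin positive by PE staining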
Target sequence (P16581 whole entry, looked up): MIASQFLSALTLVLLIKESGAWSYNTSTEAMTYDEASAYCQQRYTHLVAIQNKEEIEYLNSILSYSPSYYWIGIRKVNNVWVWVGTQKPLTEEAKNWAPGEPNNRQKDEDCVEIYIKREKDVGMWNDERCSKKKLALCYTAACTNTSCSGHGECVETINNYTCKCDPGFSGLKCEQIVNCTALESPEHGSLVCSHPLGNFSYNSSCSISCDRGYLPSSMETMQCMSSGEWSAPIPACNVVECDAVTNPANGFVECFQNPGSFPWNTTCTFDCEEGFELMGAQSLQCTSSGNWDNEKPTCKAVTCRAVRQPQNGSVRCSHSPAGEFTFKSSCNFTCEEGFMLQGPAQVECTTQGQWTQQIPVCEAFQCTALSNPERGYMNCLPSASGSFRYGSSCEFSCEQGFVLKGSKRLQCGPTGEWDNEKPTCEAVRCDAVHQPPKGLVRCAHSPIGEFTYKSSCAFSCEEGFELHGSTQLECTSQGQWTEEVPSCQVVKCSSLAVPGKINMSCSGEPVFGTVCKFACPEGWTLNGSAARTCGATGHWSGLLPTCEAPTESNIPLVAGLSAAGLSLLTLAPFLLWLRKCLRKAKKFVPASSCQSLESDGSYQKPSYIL
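Material: HUVEC primary endothelial cells; Amount: 3,000 cells per well; Dosing: single concentration; Medium: EGM-2 growth medium on 0.1% gelatin-coated wells; Read-out basis: percent E-selectin-positive cells; Signal: immunofluorescence imaging; Control set: TNF-alpha, DMSO.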
S100A4 inh HTS: inhibitors of human S100A4 binding to myosin IIA peptide; P26447; S100A4/TAMRA-MyoIIA peptide fluorescence polarization; inhibition, % at 10.7 µM; 360,000 compounds, 0.14% hits; AID 652163;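 active = mean inhibition of at least 70% across replicates, with every replicate also reaching that level; inconclusive = mean inhibition reaches 70% but some replicates fall short; inactive = mean inhibition below 70%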
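Test system – S100A4 monomer (human) · Compound – single-point compound testing · Schedule – 5 min incubation before reading · Probe or stimulus – TAMRA-labelled myosin IIA heavy-chain peptide probe, 5 nM · Benchmarks – neutral control DMSO, positive control TFP · Medium – Calcium-containing HEPES buffer, pH 7.2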
EWS-Fli inh: blocks EWS/Fli oncoprotein-driven transcription; A673 NR0B1-luciferase reporter, viability-normalised; inhibition, % at 12.6 µM; 350,000 compounds, 0.67% hits;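 active = mean inhibition of at least 50% after viability correction, with every replicate also passing that limit; inconclusive = mean reaches 50% but only one of two replicates passes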;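 also: firefly luciferase signal divided by Alamar Blue viability fluorescence both relative to DMSO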
Xi reactivation: X-chromosome reactivation activator; XiGFP mouse fibroblasts, % GFP-positive cells imaging, 3 d; cells co-treated with 5-aza-dC sensitizer; scaled so ellipticine positive control = 100%; activation, % at 7.58 µM; 360,000 compounds, 0.055% hits;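 active = mean normalized replicate activation at least 10% and every replicate at or above 10%; inconclusive = only one of the two criteria met; inactive = mean below 10% and not all replicates reach 10%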;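 also: 0% = median of on-plate neutral control wells and 100% = ellipticine 6 µM median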
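Assay system – SV40-immortalized XiGFP fibroblast cells, line 68-5-11 · Buffer or medium – DMEM supplemented with 5-aza-dC as sensitizing agent · Dosing – one concentration, pinned · Benchmarks – positive control ellipticine, 6 µM final · Times – 3 days compound exposure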
The depositor's hits bear a star; ? = inconclusive; . = not tested or not shown; & = joins results of further samples.

SMILES	RAD54 inh	FN deposit inh	esBAF inh	RAD52 anneal inh	E-sel inducer	S100A4 inh HTS	EWS-Fli inh	Xi reactivation
C[C@H](CO)N1C[C@H](C)[C@H](CN(C)Cc2ccc(Cl)c(Cl)c2)Oc2ccc(NC(=O)Nc3cccc4ccccc34)cc2C1=O	-6	-3	-8	9	-0.1	20	-2	-0.6
Cc1cccc(S(=O)(=O)N2[C@@H]3Cn4c(cccc4=O)[C@H]2[C@@H](C(=O)NC2CCC2)[C@@H]3CO)c1	-9	.	5	5	-0.4	4	4	-0.1
COc1ccc(NC(=S)NCCc2c(C)[nH]c3ccc(OC)cc23)cc1	3	-1	-8	-30	.	-1	-26	0.2
O=C(CCN1C(=O)/C(=C/c2ccccc2F)SC1=S)N[C@@H](CO)Cc1ccccc1	1	8	-8	-8	-0.1	-3	.	-0.1
COCCNC(=O)c1cccc(OC2CCN(Cc3ccc(Cl)c(F)c3)CC2)c1	7	-2	1	-13	0.0	1	19	0.1
COc1ccc(CNC(=O)c2ccc(N3CCCC3=O)cc2)cc1	5	.	24	-11	.	-4	-33	.
CC(C)COC(=O)c1cc(-c2ccc(/C=N/n3cnnc3)o2)ccc1Cl	1	-8	25	-15	.	0	.	.
C[C@H]1CN([C@@H](C)CO)C(=O)Cc2cc(NS(C)(=O)=O)ccc2O[C@@H]1CN(C)CC1CCCCC1	-2	-19	-2	-10	0.8	-36	-6	-0.8
CCC(=O)N1[C@@H]2Cn3c(ccc(-c4ccccc4)c3=O)[C@H]1[C@@H](C(=O)N1CCCCC1)[C@@H]2CO	-8	.	2	4	-0.4	-17	-8	0.0
Cc1ccccc1NC(=O)CC1c2ccccc2CC(C)(C)N1C (stereo not given)	.	7	.	-2	13	1	0	-0.4
O=C(CNC(=O)c1cccs1)OCc1ccc(Cl)cc1	.	-2	-6	-7	.	10	2	0.0
O=C(NC1CCC(O)CC1)C1CCN(S(=O)(=O)c2c(Cl)cccc2Cl)CC1 (stereo not given)	2	-2	12	1	-0.7	5	4	-0.7
COc1ccc(OC)c(/C=C/C(=O)Oc2ccc(C(C)=O)cc2)c1	1	18	-7	-8	.	-1	-3	0.2
COc1cc2c(cc1OC)C(C(=O)NC1CC1)C1c3ccccc3CCN1C2=O (stereo not given)	-3	-13	-5	-5	-0.9	0	-4	0.0
O=C(NP(=O)(N1CCCC1)N1CCCC1)C1=C(N2CCOCC2)/C(=C/c2cccc([N+](=O)[O-])c2)CC1	-7	0	.	7	.	-6	5	0.0
COc1ccc(CN(C)C(=O)CNC(=O)c2sc3ccccc3c2Cl)c(OC)c1	1	9	-3	-13	.	0	16	0.1
CC(C)Cn1c(N)c(C(=O)CSc2ccccc2)c(=O)n(C)c1=O	5	4	32	-7	4.5	-10	-35	0.0
COc1ccc2nc(-c3ccccn3)ccc2c1	3	-12	-48	-13	1.1	8	26	0.0
CN1C(=O)c2cc(NC(=O)C3CC3)ccc2OC[C@H]2O[C@H](CC(=O)O)CC[C@@H]21	.	4	.	.	-0.1	-8	12	0.0
Oc1cccc(C=Nc2cccc3ccccc23)c1O	11	10	-10	-20	1.7	-6	26	0.7

Compound profiles, as listed above. Values in the order: RAD54 inh | FN deposit inh | esBAF inh | RAD52 anneal inh | E-sel inducer | S100A4 inh HTS | EWS-Fli inh | Xi reactivation
Record of `O=C(CCN1C(=O)/C(=C/c2ccccc2F)SC1=S)N[C@@H](CO)Cc1ccccc1` = 1 | 8 | -8 | -8 | -0.1 | -3 | . | -0.1
Record of `CC(C)Cn1c(N)c(C(=O)CSc2ccccc2)c(=O)n(C)c1=O` = 5 | 4 | 32 | -7 | 4.5 | -10 | -35 | 0.0

Sorted by value in esBAF inh (lowest first): some entries from above.
SMILES | esBAF inh | RAD52 anneal inh | S100A4 inh HTS
O=C(CCN1C(=O)/C(=C/c2ccccc2F)SC1=S)N[C@@H](CO)Cc1ccccc1 | -8 | -8 | -3
COc1ccc(OC)c(/C=C/C(=O)Oc2ccc(C(C)=O)cc2)c1 | -7 | -8 | -1
O=C(CNC(=O)c1cccs1)OCc1ccc(Cl)cc1 | -6 | -7 | 10
COCCNC(=O)c1cccc(OC2CCN(Cc3ccc(Cl)c(F)c3)CC2)c1 | 1 | -13 | 1
CCC(=O)N1[C@@H]2Cn3c(ccc(-c4ccccc4)c3=O)[C@H]1[C@@H](C(=O)N1CCCCC1)[C@@H]2CO | 2 | 4 | -17
O=C(NC1CCC(O)CC1)C1CCN(S(=O)(=O)c2c(Cl)cccc2Cl)CC1 (stereo not given) | 12 | 1 | 5
COc1ccc(CNC(=O)c2ccc(N3CCCC3=O)cc2)cc1 | 24 | -11 | -4

Additional compounds.
SMILES	RAD54 inh	FN deposit inh	esBAF inh	RAD52 anneal inh	E-sel inducer	S100A4 inh HTS	EWS-Fli inh	Xi reactivation
COc1ccccc1C(=O)Cc1ccccc1	.	-12	23	-19	-0.3	0	-9	0.0
CCOC(=O)c1cccc(NS(=O)(=O)c2c(C(=O)N3CCCCCC3)c(C)n(C)c2C)c1	-10	-2	4	-17	.	-6	.	-0.1
CCn1cc(C(=O)NCCCN2CCC(C)CC2)c(=O)c2cc(S(=O)(=O)N(C)C3CCCCC3)ccc21	-10	13	-5	-9	.	3	2	0.1
CC1CCC2(CC1)OCC1(CCC3(COC4(CCC(C)CC4)OC3)C1=O)CO2 (stereo not given)	.	7	.	-15	.	2	2	0.0
COc1cc(C(=O)NCc2ccccc2)cc(Br)c1OC	.	3	.	-11	.	5	-6	0.4
CCC(C)c1c(N)n(S(=O)(=O)c2ccc(C)cc2)oc1=O (stereo not given)	1	-3	-4	-5	0.0	4	-2	0.0
CCS(=O)(=O)Nc1ccc2c(c1)C(=O)N(C)[C@H]1CC[C@@H](CC(=O)OC)O[C@H]1CO2	0	1	2	-6	0.0	0	8	0.3
COc1ccccc1CNC(=O)CCS(=O)(=O)c1ccc(Cl)cc1	4	3	-6	-4	.	4	-6	0.2
O=C(NCCN1CCOCC1)C1CCN(S(=O)(=O)c2ccccc2)CC1	0	-1	-3	-6	0.1	-5	20	0.0
CCC(=O)Nc1ccc2c(c1)C(=O)N(C)C[C@H](OC)[C@H](C)CN(Cc1cccnc1)[C@@H](C)CO2	1	-4	0	-5	0.0	.	4	-0.5
COc1cccc(-n2c(SCC(=O)N3CCCCC3)nc3c([nH]c4ccccc43)c2=O)c1	-9	-2	-2	-9	-0.6	1	1	-0.1
CCOc1ccc(C(=O)NCC(=O)NNC(=O)c2ccco2)cc1OCC	4	-2	-2	-10	-1.2	-7	3	0.0
O=C(Nc1cccc(S(=O)(=O)N2CCOCC2)c1)C1COc2ccccc2O1 (stereo not given)	2	-3	.	-7	0.5	-3	-4	-0.1
CC(C)[C@H](N)c1cn([C@@H](CC(N)=O)C(=O)N2CCNCC2)nn1	-11	8	-6	-12	0.0	4	-11	0.0
C=CCC[C@@H](CCCCC)OC(=O)/C=C/[C@H](O)[C@@H](O)C[C@H](O)CC=C	.	0	.	16	-6.6	2	8	0.1
O=C(C[C@H]1CC[C@@H](NC(=O)C2CCC2)[C@H](CO)O1)NCCCN1CCOCC1	-4	-10	1	3	0.1	-44	-1	-0.4
Cc1ccc(C)c(-c2cc(C(=O)NNC(=S)NCC(C)C)c3ccccc3n2)c1	.	3	.	-2	0.4	-10	11	0.1
CCOc1ccccc1NC(=O)c1nc(S(=O)(=O)Cc2cccc(C)c2)ncc1Cl	3	5	-51	-26	4.9	-1	58*	0.0
O=C(COc1ccccc1)Nc1nc2c(s1)CCCC2	-5	0	58*	4	.	-6	-107	0.2
C[C@H](CO)N1C[C@H](C)[C@@H](CN(C)C(=O)Nc2ccc(F)cc2)OCc2cnnn2CCCC1=O	0&2	2&0	-2&1	-10&2	-0.1&0.0	11&0	8&-3	-0.1&-0.2
O=C(CCNC(=O)c1ccc(Br)o1)NCc1ccc(Cl)cc1	-4	.	-8	-1	.	-1	.	.
COc1ccc(CN2C(=O)C(C)Nc3ncnc(N4CCc5ccccc5C4)c32)cc1 (stereo not given)	-4	-10	-32	-93	0.2	-7	?	0.0
O=C(CSc1nnc(-c2ccco2)n1-c1ccccc1Cl)Nc1cccc(C(=O)O)c1	4	5	-2	-15	-0.1	-2	6	0.2
O=C(NNC(=O)C1[C@H]2CCCC[C@@H]12)c1ccc(=O)oc1 (stereo not given in full)	-26	-2	.	-111	2.6	-3	-10	2.3
NC(=O)NC1(C(=O)O)CCCC1	3	-4	4	-1	0.1	0	0	0.1
CO[C@H]1/C=C/O[C@@]2(C)Oc3c(C)c(O)c4c(O)c(c5c(c4c3C2=O)NC2(CCN(CC(C)C)CC2)N=5)=NC(=O)/C(C)=C\C=C\[C@H](C)[C@H](O)[C@@H](C)[C@@H](O)[C@@H](C)[C@H](OC(C)=O)[C@@H]1C	1	.	6	13	.	4	6	.
Cc1c(C)n(C)c2ccc(C(=O)N3CCN(c4ccccn4)CC3)cc12	1	-6	11	-17	0.0	-11	-8	0.0
COC(=O)[C@H]1[C@H](CO)[C@H]2Cn3c(ccc(-c4ccccc4OC)c3=O)[C@H]2N1CC1CCCC1	4	2	-2	-35	0.1	6	4	0.0
O=C(NN=C1CCCC1)c1cc(O)cc(O)c1	-5	-3	-6	0	.	57	10	0.4
CC(C)[N+]1=C2C=CC=CC=C2SC12C([N+](=O)[O-])=CC(=[N+]([O-])[O-])C=C2[N+](=O)[O-] (stereo not given)	-3	5	-5	0	0.0	-9	23	0.1
CC12CCC(=O)N1C(C(=O)Nc1ccc(F)cc1)CS2 (stereo not given)	-6	.	1	9	0.0	-3	-3	0.3
CCOC(=O)c1sc2ccccc2c1NC(=O)c1coc2ccccc2c1=O	-10	3	38	.	.	.	.	0.0
C/C(=N/NC(=O)CNC(=O)c1ccncc1)c1ccco1	7	0	.	-25	.	-21	5	0.0
CCN1CSC(=S)N(Cc2ccc(OC)cc2)C1	.	1	-4	-13	3.7	0	10	0.0
CCC1=C(OC(=O)N(CC)CC)N2C(=O)OC(=NCc3ccccc3)[C@]2(C)[C@H]2C1=CC[C@H]1C(=O)N(CC(=O)OC)C(=O)[C@H]12	-1	19	2	-15	0.2	-4	-11	0.1
CCN(CC(=O)Nc1ccc(NC(C)=O)cc1)C(=O)c1ccc(COc2ccc(C(C)(C)C)cc2)cc1	10	-10	16	-12	.	-15	15	0.0
CC(C)CC#Cc1ccc2c(c1)O[C@H](CN(C)Cc1ccc(F)cc1)[C@@H](C)CN([C@@H](C)CO)S2(=O)=O	4	.	-3	-8	0.2	0	44	-0.5
